A3A deaminase: APOBEC3A ssDNA deaminase inhibitors, primary screen, selectivity assay for APOBEC3G inhibitor project, biochemical, FAM/TAMRA oligo cleavage fluorescence; DNA dC->dU-editing enzyme APOBEC-3A (Homo sapiens), P31941; recombinant A3A, FAM/TAMRA ssDNA deamination fluorescence; inhibition, % at 20 µM; 0.41% of 330,000 active; AID 493011, 2011;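 active = at least 40% inhibition at 20 µM here, with at most 30% in a related deaminase screen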;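 note: plate controls were A3A with DMSO for no effect and wells lacking A3A enzyme for full effect; some results filed as inactive read as strong as hits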
Target sequence (P31941 whole entry, looked up): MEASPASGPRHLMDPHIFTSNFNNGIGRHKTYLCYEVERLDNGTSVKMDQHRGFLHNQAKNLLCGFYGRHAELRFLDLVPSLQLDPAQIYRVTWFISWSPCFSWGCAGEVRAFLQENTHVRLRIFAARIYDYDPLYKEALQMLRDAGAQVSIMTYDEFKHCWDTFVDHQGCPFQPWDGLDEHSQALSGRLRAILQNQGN
hIAP activ: human IAP activators, primary screen, biochemical, luminescence, uHTS; 0.16% of 330,000 active; Intestinal-type alkaline phosphatase (Homo sapiens), P09923; purified human IAP, CDP-Star luminescence, 30 min; hits give high values; 1 = vehicle-only enzyme, 0 = enzyme-free background; AID 2524, 2010; activation factor at 10 µM;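 active = activation factor of the enzyme at least 2-fold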; note: the source names both 10 and 20 µM as test concentration; values of inactives mirror those of a sister screen read the other way
Target sequence (P09923 whole entry, looked up): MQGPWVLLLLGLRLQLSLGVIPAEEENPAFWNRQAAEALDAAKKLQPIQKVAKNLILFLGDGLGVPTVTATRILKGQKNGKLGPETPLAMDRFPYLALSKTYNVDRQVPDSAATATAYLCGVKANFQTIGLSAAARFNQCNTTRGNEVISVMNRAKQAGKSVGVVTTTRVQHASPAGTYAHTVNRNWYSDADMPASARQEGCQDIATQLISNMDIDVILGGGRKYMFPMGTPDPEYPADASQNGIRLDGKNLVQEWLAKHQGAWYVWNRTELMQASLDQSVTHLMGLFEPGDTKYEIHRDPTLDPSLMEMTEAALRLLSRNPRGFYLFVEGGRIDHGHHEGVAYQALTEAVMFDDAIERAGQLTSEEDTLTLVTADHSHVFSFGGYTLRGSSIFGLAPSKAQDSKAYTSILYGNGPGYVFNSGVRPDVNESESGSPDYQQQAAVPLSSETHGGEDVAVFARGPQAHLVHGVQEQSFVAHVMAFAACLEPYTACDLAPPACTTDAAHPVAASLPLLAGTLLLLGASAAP
beta cell repl: inducers of MIN6 beta-cell proliferation, primary screen, ATP luminescence, uHTS; 0.29% of 330,000 active; proliferation, % at 10 µM; MIN6 cells proliferation, ATPlite luminescence, 48 h; cells starved in 0.2% serum; 100% = growth in 10% serum;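 active = compounds whose signal lies at least 3.5 SD above the mean of all wells on their plate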;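 note: 0% = DMSO-treated cells in low-serum medium and 100% = 10% serum control; some compounds called inactive have numbers as strong as hits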
MPTP inh: mitochondrial permeability transition pore inhibitors, primary screen, biochemical, isolated mouse mitochondria, absorbance | Ca2+ swelling absorbance, 30 min | inhibition, % at 10 µM | 1.4% of 360,000 active | AID 602449, 2012;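 active = inhibition of 50% or more, scaled per plate between neutral and stimulator controls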;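 note: 0% = DMSO wells given calcium and 100% = 1 mM EGTA wells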
mIAP act: activators of mouse IAP, primary screen, biochemical, luminescence, uHTS; intestinal alkaline phosphatase [Mus musculus]; muIAP, CDP-Star luminescence, 30 min; hits give high values; 1 = vehicle-only enzyme signal, 0 = enzyme-free wells; activation factor at 10 µM; 0.24% of 330,000 active; AID 2805, 2010;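 active = activation factor of at least 2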; note: the source names both 10 and 20 µM as test concentration; values of inactives mirror those of a sister screen read the other way
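System: Mouse IAP enzyme | Also added: CDP-Star substrate | Dosing: Compounds dispensed in DMSO | Schedule: 30 min enzyme-substrate-compound incubation at room temperature | Technique: Chemiluminescence readout | Control set: DMSO-only wells and no-enzyme negative control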
GRIN3A LBD mod: binders of NR3A ligand-binding domain, primary screen, biophysical, differential scanning fluorimetry, uHTS; Glutamate receptor ionotropic, NMDA 3A (GRIN3A) ligand-binding domain; NR3A LBD differential scanning fluorimetry, Tm shift; 0% = protein alone, 100% = glycine-bound protein; Tm shift relative to glycine control, % at 25 µM; 2.5% of 340,000 active; AID 1259313, 2017;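 active = melting temperature shift of at least 10% of the positive control shift, at one fixed dose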
APOBEC3G inh: APOBEC3G DNA deaminase inhibitors, primary screen, biochemical, fluorescence, single-stranded DNA substrate, uHTS; DNA dC->dU-editing enzyme APOBEC-3G (Homo sapiens), Q9HC16; recombinant A3G, ssDNA deamination FAM/TAMRA fluorescence; inhibition, % at 20 µM; 0.28% of 330,000 active; AID 493012, 2011;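 active = inhibition of at least 40% at 20 µM, with no more than 30% in the related APOBEC3A deaminase screen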;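 note: plate controls were DMSO wells with A3G for no effect and wells lacking A3G enzyme for full effect; some compounds called inactive have numbers as strong as hits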
hIAP block: human IAP inhibitors, primary screen, biochemical, luminescence, uHTS | Intestinal-type alkaline phosphatase (Homo sapiens), P09923 | purified IAP, CDP-Star luminescence, 30 min | inhibition, % at 10 µM | 0.12% of 330,000 active;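 active = inhibition reaching a set limit with compound at 10 µM in the primary screen, cut at about 35% in these data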;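 note: plate controls were DMSO wells with enzyme for no effect and no-enzyme buffer wells for full effect; values of inactives mirror those of a sister screen read the other way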
mIAP block: inhibitors of mouse IAP, primary screen, biochemical, luminescence, uHTS | intestinal alkaline phosphatase [Mus musculus] | AID 2806, 2010 | inhibition, % at 10 µM | 0.2% of 330,000 active | purified mouse IAP, CDP-Star luminescence, 30 min;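 active = inhibition of at least 40% at 10 µM in the primary screen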;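 note: plate controls were DMSO with enzyme for no effect and no enzyme wells for full effect; values of inactives mirror those of a sister screen read the other way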
* marks the source's active call; other numbers are inactive results; . = not tested or not shown.

SMILES	A3A deaminase	hIAP activ	beta cell repl	MPTP inh	mIAP act	GRIN3A LBD mod	APOBEC3G inh	hIAP block	mIAP block
COc1ccc(CNC(=O)C2CCN(C(=O)N(C)C)CC2)c(OC)c1	2	0.99	-2	-0.5	0.93	2	-1	0	7
Cc1ccc(-n2nc3c(c2NC(=O)/C=C\c2ccc4c(c2)OCO4)CSC3)c(C)c1	-4	0.9	-4	0.1	0.89	-6	-12	10	11
O=[N+]([O-])c1ccccc1NCCOc1ccccc1	-1	1	-1	-20	0.92	2	1	-5	8
COC(=O)CC1C(=O)NCCN1C(=O)Nc1ccc(Cl)c(Cl)c1 (stereo unspecified)	3	1	-3	-1.9	1.1	0	-8	-3	-6
O=C(CSc1ncccn1)NCC1CCCO1 (stereo unspecified)	2	1.2	6	-0.7	1	1	-10	-20	-3
O=C(COC(=O)c1ccc(F)cc1Cl)NC(=O)NC1CCCC1	-1	0.95	1	-1.5	1.1	0	-3	5	-14
O=C(NC(=S)Nc1ccccc1Cl)c1cnn2c(C(F)(F)F)cc(C(F)(F)F)nc12	3	0.97	0	44	0.81	3	1	3	19
Cc1cccc(CSc2nc3c(c(=O)[nH]2)CCCC3)c1	0	0.79	0	0.5	1.1	-9	-1	21	-7
COc1ccc(Br)cc1/C(C)=N/NC1=NCCN1	-3	0.86	2	105*	1.1	-1	-10	14	-7
O=C(CSc1nnc(-c2cccs2)o1)N1CCc2ccccc21	-1	0.96	-2	0.3	1	-1	0	4	-5

Three of the entries above in order of the APOBEC3G inh value, lowest first.
compound,APOBEC3G inh
Cc1ccc(-n2nc3c(c2NC(=O)/C=C\c2ccc4c(c2)OCO4)CSC3)c(C)c1,-12
O=C(CSc1ncccn1)NCC1CCCO1 (stereo unspecified),-10
O=[N+]([O-])c1ccccc1NCCOc1ccccc1,1

Going on with the list.
SMILES	A3A deaminase	hIAP activ	beta cell repl	MPTP inh	mIAP act	GRIN3A LBD mod	APOBEC3G inh	hIAP block	mIAP block
Cn1c(=O)c2c(ncn2CC(=O)N/N=C/C=C/c2ccccc2[N+](=O)[O-])n(C)c1=O	-1	1.1	0	.	1	0	-2	-10	-3
CC1=C(C(=O)Nc2ccc(Cl)cc2)C(c2cccs2)n2nnnc2N1 (stereo unspecified)	2	0.9	-2	0.3	0.93	-10	1	10	7
CC1CCC(NC(=O)CC(C)(C)Cc2nc3ccccc3c(=O)[nH]2)CC1 (stereo unspecified)	4	1.1	-3	0.3	0.96	-1	3	-7	4
CCOc1ccc(CNCCN2CCCC2)cc1	-2	1	-2	0.4	0.89	3	-5	-4	12
O=C1CSC(c2cccnc2)N1c1cccc(Cl)c1 (stereo unspecified)	-1	0.89	-1	-1.0	0.99	-1	-4	11	1
O=C(Cn1cnc(S(=O)(=O)N2CCCC2)c1)Nc1cccc(F)c1	-2	0.89	-1	-1.1	0.96	-2	-2	11	4
O=C(CCC(=O)c1ccc(F)cc1)Nc1cccc(C(F)(F)F)c1	0	1.1	-3	10	1	-13	4	-10	0
COC(=O)C(CCCN1C(=O)c2ccccc2C1=O)(NC(C)=O)c1nnn(C)n1 (stereo unspecified)	-3	0.93	6	0.1	0.97	-1	-9	7	3
O=C(C1CCN(CC2CCCCC2)CC1)N1CCCC1	-1	1.1	-2	-0.1	1	0	-2	-12	-2
O=C(O)c1ccccc1NCc1cccnc1	-4	1	-1	0.9	1.1	0	-1	0	-9
COc1cc(C2Nc3ccccc3NC3=C2C(=O)CC(c2ccc(OC)c(OC)c2)C3)ccc1O (stereo unspecified)	-1	0.95	6	0.1	0.94	-1	-3	5	6
NS(=O)(=O)c1ccc(CCNC(=S)NC(=O)c2ccccc2Br)cc1	-5	1.2	-2	0.4	1	0	-8	-19	-4
Cc1ccc(-n2nc3c(c2NC(=O)c2c(-c4ccccc4Cl)noc2C)CSC3)cc1	2	0.89	-4	.	0.9	9	0	11	10
Cc1onc(-c2ccccc2)c1C(=O)c1c[nH]c(C(=O)NCc2ccncc2)c1	2	0.92	-2	3.4	0.95	-9	-12	8	5
CC1(c2nnc(Cc3ccccc3)o2)CC(c2ccccc2)=NO1 (stereo unspecified)	-3	1	1	0.4	0.98	0	-10	-3	2
O=C(CSc1nnnn1C1CCCC1)N1CCCCC1	4	1	2	-0.6	1	1	-3	-5	-3
NC1=NC2(CCC(c3ccccc3)CC2)n2c(nc3ccccc32)N1 (stereo unspecified)	2	1.4	-2	29	1.6	-3	-3	-43	-56
O=C(c1ccc(F)cc1)C1CCN(C(=S)NCC2CCCO2)CC1 (stereo unspecified)	1	1	1	1.5	1	2	-6	-2	-2
FC(F)(F)c1nnc2sc(-c3ccncc3)nn12	-2	0.88	6	1.4	0.9	0	-10	12	10
CC1CCCC(NC(=O)COC(=O)[C@@H](NC(=O)c2ccco2)C(C)C)C1C (stereo partly specified)	0	1.3	-1	3.0	0.96	2	-4	-28	4
COc1ccc(N(C(C)C(=O)Nc2ccc(S(=O)(=O)N3CCOCC3)cc2)S(C)(=O)=O)cc1 (stereo unspecified)	1	1	-3	1.4	0.98	0	-6	0	2
CC(=O)Nc1ccc(S(=O)(=O)Nc2cccc(C(=O)NC(C)(C)C)c2)cc1	-5	1.1	1	-3.2	1	13*	-6	-12	0
CC1(C)S[C@@H]2[C@H](N=CN3CCCCCC3)C(=O)N2[C@H]1C(=O)O	-1	1.3	1	.	1.1	.	-2	-31	-8
CCN(CC)S(=O)(=O)c1ccc(N2CCN(C)CC2)c(NC(=O)COc2ccc(F)cc2Cl)c1	22	0.8	-5	-2.0	0.97	3	-6	20	3
CC1=C(C(=O)NC2CCCc3c2cnn3-c2cccc(C)c2C)OCCO1 (stereo unspecified)	3	1	-6	11	0.96	1	-4	-1	4
COc1ccccc1N1CCN(C(=O)c2ccccc2NC(=O)C2CCCCC2C(=O)O)CC1 (stereo unspecified)	3	1	-1	-0.5	0.87	0	-4	-3	13
O=C(NCc1ccccc1)c1cc2ccccc2oc1=O	-2	0.88	-4	-0.3	0.97	1	-7	12	3
O=C(N1CCCCCC1)N1CCN(S(=O)(=O)N2CCCCC2)CC1	-2	0.86	-2	0.3	1	0	-3	14	0
COC(=O)c1cccc(Cn2nnc3ccccc3c2=O)c1	-1	1.1	-1	0.8	1	-1	-2	-7	-4
CCCCOc1ccc(C(=S)N2CCC(C(N)=O)CC2)cc1	-5	1.1	-2	-0.1	0.9	1	-5	-9	10
O=C(Nc1ccc(Br)cc1)c1cccc(N2C(=O)C3CCCCC3C2=O)c1 (stereo unspecified)	-5	1.1	-4	0.3	0.85	-5	-4	-8	15
Cc1c(C)c2cc(Cl)c(O)c(CN(C)C)c2oc1=O	-6	1.1	-1	2.1	0.99	1	-4	-9	1
CN(CC(=O)Nc1c(Cl)cccc1Cl)C(=O)c1ccncc1	8	0.85	-2	-0.8	0.89	1	-6	15	11
CN(CC(=O)Nc1ccc(F)c(F)c1F)C(=O)CCN1C(=O)C2CCCCC2C1=O (stereo unspecified)	-6	1.1	-6	-1.2	0.91	2	-10	-12	9
COc1ccc(CCNC(=O)CSc2n[nH]c(N)n2)cc1	-2	0.97	-3	-0.5	0.97	2	-10	2	3
CCOC(=O)C1=C(N)Oc2cc(C)n(CCc3ccc(OC)c(OC)c3)c(=O)c2C1c1cccnc1 (stereo unspecified)	-1	1.1	6	-6.7	1	0	-6	-12	0
CCOC(=O)N1CCC(NC(=O)c2cc3c(-c4ccc(Cl)cc4)nn(C)c3s2)CC1	-6	1.1	0	-1.4	1	3	-4	-15	0
CCCCOC(=O)/C=C\C(=O)OCCCC	-1	0.94	-4	-1.2	0.9	-3	-6	6	10
Cc1ccc(-c2noc(CCC(=O)NC3CC3)n2)cc1	3	0.8	-2	-1.2	1.1	0	6	20	-10
CCN(CC)C(=O)CSc1nc2ccccc2c(=O)n1CC1CCCCC1	-2	1.2	0	-7.0	1	-1	-7	-18	-1
O=C(COC(=O)Cn1cnc2ccccc21)Nc1ccc(OC(F)F)cc1	-2	0.98	-3	-1.1	1	2	-7	2	-1
CCOc1ccc(C(=O)Nc2cc(C)ccn2)cc1	-2	1	-5	0.5	0.92	-1	-5	0	8
Cc1cc(C)c(NC(=O)COC(=O)C2CCN(c3ccc(C(F)(F)F)cn3)CC2)c(Cl)c1	13	1.1	0	0.1	1	-1	0	-10	-3
CCOc1ccc(C(=O)N2CCCC(c3nc(-c4cccs4)no3)C2)cc1 (stereo unspecified)	1	0.94	6	2.6	0.92	-4	2	6	8
C#CCOCCOCCOCCNc1nc(N2CCN(C(=O)[C@H](Cc3cc4ccccc4[nH]3)n3cc([C@@H](N)C(C)CC)nn3)CC2)nc(N2CCN(C(=O)[C@H](Cc3cc4ccccc4[nH]3)n3cc([C@@H](N)Cc4ccc(O)cc4)nn3)CC2)n1 (stereo partly specified)	1	1.1	-1	.	2.1*	.	0	-11	-108
CC(C)n1c(N)c(C#N)c2ccc([N+](=O)[O-])cc2c1=O	3	0.95	1	6.4	0.88	-6	-2	5	12
O=C(COC(=O)c1ccc(S(=O)(=O)N2CCCC2)cc1)NCCc1ccc(F)cc1	-7	1.1	-2	-0.7	1	4	-9	-6	0
O=C(CN1C(=O)/C(=C\c2ccccc2Cl)Oc2ccccc21)NCc1cccnc1	-5	1.2	-5	2.0	1.1	-1	-9	-19	-9
CC(C)OC(=O)NC(C)(C)COC(=O)Nc1cccc(Cl)c1	-2	1.1	-2	82*	1.6	-1	-4	-12	-60
Clc1ccc(CSc2nnc(CN3CCOCC3)n2-c2ccccc2)cc1Cl	-3	1.2	1	-1.6	0.98	3	-3	-21	2

Following part
SMILES	A3A deaminase	hIAP activ	beta cell repl	MPTP inh	mIAP act	GRIN3A LBD mod	APOBEC3G inh	hIAP block	mIAP block
CCCCCn1nc(C(=O)OCc2nnc(-c3ccccc3)o2)c2ccccc2c1=O	-2	1	4	1.5	0.98	-1	-9	0	2
COc1ccc(/C=N/NC(=O)c2cc[n+]([O-])cc2)cc1OC	-2	0.94	0	0.2	0.94	-2	-3	6	6
COC(=O)C[C@H]1c2cc(C(F)(F)F)ccc2S(=O)(=O)N1C1CCCC1	2	0.97	-1	0.3	0.98	-2	0	3	2
COc1cccc(CN(C)C(=O)CCNC(=O)c2ccc(Br)cc2)c1	-6	1.2	-3	0.4	0.97	0	3	-21	2
Cc1cc2oc(C(=O)Nc3nonc3C)c(C)c2cc1C	1	0.97	-1	2.1	1	1	1	3	0
COc1ccc(CCNC(=O)COC(=O)c2ccc(N3CCCC3=O)cc2)cc1OC	1	1	1	0.5	1	1	13	0	-4
CN1CCN(C(=O)c2ccccc2-c2nc(-c3ccc(Cl)cc3)no2)CC1	0	0.95	-2	0.5	1	-1	-2	5	-5

Source: PubChem
